Screens deposited in PubChem BioAssay by several laboratories.
NOD2-RIPK2 inh – NOD2-RIPK2 binding disruptors in cells, primary screen, fluorescence, CHO cells, BLA complementation. Receptor-interacting serine/threonine-protein kinase 2 (Homo sapiens), O43353. CCF4 ratio. inhibition, % at 4.98 µM. hit rate 0.38% among 360,000; in the data active = inhibition above about 21%;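 also: 0% = vehicle only and 100% = reference blocker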
Target sequence (O43353 whole entry, looked up): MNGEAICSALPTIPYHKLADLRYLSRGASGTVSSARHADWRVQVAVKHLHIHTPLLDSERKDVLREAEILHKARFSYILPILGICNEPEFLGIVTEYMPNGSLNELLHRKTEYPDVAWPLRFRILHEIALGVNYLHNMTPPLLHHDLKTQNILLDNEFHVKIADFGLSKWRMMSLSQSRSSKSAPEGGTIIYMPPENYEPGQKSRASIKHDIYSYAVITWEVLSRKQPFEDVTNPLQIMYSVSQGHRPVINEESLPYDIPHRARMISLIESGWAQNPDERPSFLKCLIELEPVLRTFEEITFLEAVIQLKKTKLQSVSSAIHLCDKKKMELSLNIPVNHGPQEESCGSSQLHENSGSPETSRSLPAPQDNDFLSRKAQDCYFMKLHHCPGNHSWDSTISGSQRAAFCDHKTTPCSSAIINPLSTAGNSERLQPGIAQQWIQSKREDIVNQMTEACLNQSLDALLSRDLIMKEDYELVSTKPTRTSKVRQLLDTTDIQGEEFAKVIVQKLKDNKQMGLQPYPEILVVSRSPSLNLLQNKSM
aDG glyco act – activators of alpha-DG glycosylation, primary screen, uHTS, Pro5-aDG cells, AlphaScreen. AID 624168, 2012. hit rate 0.22% among 360,000. activation, % at 10 µM. alpha-DG glycosylation AlphaScreen (IIH6); 0% Pro5, 100% B10-LARGE cell signal;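 active = activation of at least 8% versus controls, or a plate z-score of at least 8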;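 also: Pro5 are CHO cells carrying HIG-tagged alpha-DG that lacks glycosylation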
Vif inh – HIV Vif self-association inhibitors, primary screen, imaging, HEK293T, single point; HEK293T cells, Vif self-association by quenched fluorescence, 24 h; inhibition, % at 7.49 µM; hit rate 0.35% among 340,000; in the data active = inhibition above about 50%, passing the limit was not always enough; inconclusive = no clear call, values can overlap the other calls; inactive = below about 31%; also: some results filed as inactive read as strong as hits
Glyco luc inh – increase of ERlucT glycosylation luciferase signal, primary screen, N-linked glycosylation inhibitor project, D54 ERlucT cells, luminescence, set 2; D54 ERlucT glycosylation luciferase reporter, 24 h; percent of 100 nM tunicamycin response; reporter increase, % at 12.5 µM; hit rate 0.23% among 360,000;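 active = mean luciferase reporter signal, scaled so untreated is 0 and the glycosylation-blocking control 100, at or above a set limit in every replicate; inconclusive = mean reaches the limit but not every replicate does; inactive = mean below the limit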;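 also: luciferase carries N-glycosylation sites so blocking glycosylation raises the light; 0% = median of neutral control wells and 100% = median of 100 nM tunicamycin wells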
ABCB6 inh 2 – ABCB6 transporter inhibitors, primary screen, K562-ABCB6 cells, flow cytometry, MLPCN library | ATP-binding cassette sub-family B member 6 (Homo sapiens), Q9NP58 | K562-ABCB6 porphyrin accumulation, 1 h; hits give low values | fluorescence ratio to DMSO, % at 10 µM | hit rate 0.19% among 360,000 | AID 602162, 2011;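 active = fluorescence ratio to DMSO below 75%, the collection mean minus 3 SD; inconclusive = too few cells collected in the well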;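 also: signal is porphyrin accumulated inside mitochondria; 100% equals median channel fluorescence of DMSO control wells; lower ratio means ABCB6 inhibition with less porphyrin fluorescence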
MC4R antagonist – MC4R antagonists of cAMP signaling, primary screen, cell-based, TR-FRET, antagonist arm of biased-ligand search. Melanocortin receptor 4 (Homo sapiens), P32245. MC4R-expressing cells, MTII-stimulated cAMP, LANCE TR-FRET. inhibition, % at 6.5 µM. hit rate 0.48% among 360,000. AID 540295, 2011;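 active = inhibition above its plate's cutoff, the mean of tested wells on that plate plus 3 SD, cut at about 29% in these data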;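 also: 0% = Melanotan II alone and 100% = Melanotan II plus saturating MCL0020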
Target sequence (P32245 whole entry, looked up): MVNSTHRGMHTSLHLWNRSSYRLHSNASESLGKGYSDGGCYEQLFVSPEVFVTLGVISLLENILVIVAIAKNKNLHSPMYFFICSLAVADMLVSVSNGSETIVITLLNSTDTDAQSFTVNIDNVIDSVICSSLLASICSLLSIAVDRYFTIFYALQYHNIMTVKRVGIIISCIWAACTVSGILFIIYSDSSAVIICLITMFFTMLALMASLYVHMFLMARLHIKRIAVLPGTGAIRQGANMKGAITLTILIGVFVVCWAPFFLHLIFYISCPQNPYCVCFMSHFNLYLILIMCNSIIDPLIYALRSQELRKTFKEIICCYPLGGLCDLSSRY
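material = U2OS cells stably expressing human melanocortin 4 receptor (MC4R) | also added = Melanotan II challenge | dosing = single nominal compound dose of 6.5 µM | detection = TR-FRET with Eu-cAMP and labeled anti-cAMP, 671 nm | replication = singlicate | timing = compound 30 min, challenge 1 h, detection 1 h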
ABHD5 PLIN5 PPI – ABHD5-PLIN5 interaction inhibitors, primary screen, cell lysate, split luciferase complementation, luminescence; Perilipin-5 (Homo sapiens) + 1-acylglycerol-3-phosphate O-acyltransferase ABHD5 (Homo …; Split G. princeps luciferase complementation, 4 h; inhibition, % at 4 µM; hit rate 0.78% among 360,000; AID 602281, 2012;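 active = inhibition above the mean inhibition across every tested compound plus 3 SD, cut at about 22% in these data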;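 also: 0% = DMSO only wells and the 100% control is not disclosed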
MC4R barr agon – MC4R agonists recruiting beta-arrestin, primary screen, cell-based, luminescence, agonist arm of biased-ligand search; U2OS MC4R beta-arrestin complementation; percent of melanotan II response, DMSO zero; activation, % at 8.9 µM; hit rate 0.98% among 360,000;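 active = activation above a per-plate cutoff, the mean activation of sample wells on that plate plus 3 SD, cut at about 8% in these data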
TLR9-MyD88 inh – inhibitors of TLR9-MyD88 association in cells, primary screen, cell-based, CHO, BLA complementation, fluorescence. hit rate 0.21% among 340,000. CCF4 FRET ratio. inhibition, % at 4.98 µM. AID 504734, 2011;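 active = inhibition above the mean over all tested compounds plus 3 SD, cut at about 21% in these data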;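 also: 0% = DMSO only wells and 100% = clavulanate BLA inhibitor control wells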
Exocytosis inh – LAMP-1 surface exposure blockers, TALL-104 cells – cell-based, flow cytometry, MLPCN library, primary screen | TALL-104 LAMP-1 surface exposure; cells stimulated with thapsigargin and PMA | hit rate 0.66% among 360,000 | inhibition, % at 10 µM | AID 651702, 2012;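 active = inhibition above about 55%, limit read from the data; inconclusive = no clear call, values can overlap the other calls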
Active calls of the source: *; u = inconclusive; x = not tested or not shown.

| Compound | NOD2-RIPK2 inh | aDG glyco act | Vif inh | Glyco luc inh | ABCB6 inh 2 | MC4R antagonist | ABHD5 PLIN5 PPI | MC4R barr agon | TLR9-MyD88 inh | Exocytosis inh |
| --- | --- | --- | --- | --- | --- | --- | --- | --- | --- | --- |
| CCOc1ccc(S(=O)(=O)NCc2cccnc2)cc1C | 5.2 | -0.4 | 7.4 | -0.2 | 96.0 | 12.9 | 4.0 | -0.4 | -16.5 | -3.6 |
| Cc1ccc(S(=O)(=O)/N=C2/C=C(C3C(=O)CC(C)(C)CC3=O)C(=O)c3ccccc32)cc1 | -20.8 | 3.2 | 1.4 | 4.9 | 102.0 | -3.7 | -2.3 | -1.6 | -8.3 | 0.9 |
| O=C(CSc1nc2ccccc2c(=O)n1-c1ccc(F)c(Cl)c1)Nc1cccc(S(=O)(=O)N2CCOCC2)c1 | -6.0 | 0.0 | 1.3 | -3.3 | 100.0 | 1.8 | -3.2 | -0.7 | -12.2 | 12.2 |
| CCOC(=O)C1CCCN(C(=O)c2cccc3ccccc23)CC1 (configuration not stated) | -10.2 | 0.0 | 4.6 | -1.2 | 100.0 | 1.8 | -3.7 | -0.6 | x | -9.3 |
| COc1ccccc1NC(=O)c1ccc(-c2ccc(Br)cc2)o1 | -9.1 | -0.1 | x | 23.0 | 98.0 | 0.6 | -2.6 | 0.4 | -6.9 | -4.9 |
| CCCCCCC1/C(=N/O)CCC1C(=O)OC (configuration not stated) | -1.2 | 1.5 | 6.7 | 0.5 | 95.0 | 5.3 | 0.0 | 0.6 | -16.4 | -2.0 |
| CCN1CCN(c2ccc(NC(=O)c3ccc4c(c3)[nH]c(=O)n4Cc3ccc(F)cc3)cc2)CC1 | -3.2 | 0.1 | 2.4 | -4.4 | 101.0 | -1.2 | 3.8 | -1.4 | -2.5 | 2.9 |
| COc1ccc(C)cc1S(=O)(=O)N(C)CC(=O)NC1CC1 | -5.4 | 0.0 | -2.2 | 0.7 | 96.0 | 1.9 | 6.2 | -0.1 | -0.6 | 0.5 |
| COc1ccc(CN2C(=O)C(C)Oc3ccccc32)cc1 (configuration not stated) | 15.6 | 0.0 | 15.7 | 0.0 | 101.0 | 14.7 | -2.9 | -0.1 | 5.8 | -7.5 |
| CCN(CC)CCn1c2ccccc2c(=O)c2c(O)ccc(O)c21 | -9.8 | -0.1 | 1.9 | 1.9 | 99.0 | -62.5 | -16.0 | -0.6 | -9.7 | -10.3 |
| Cc1cc(C)n(-c2ncnc3sc4c(c23)CCCC4)n1 | 1.4 | 0.0 | 11.8 | -2.0 | 105.0 | -6.9 | -1.6 | -0.8 | -2.4 | 0.6 |
| CCC1CCCCN1S(=O)(=O)c1ccc(C(=O)Nc2nnc(C3CC3)o2)cc1 (configuration not stated) | -13.9 | 0.5 | -13.8 | 1.1 | 99.0 | 4.1 | -3.4 | -1.3 | 5.9 | 4.2 |
| CCCS(=O)(=O)NC(=O)C1(C)CCN(C(=O)CSc2ccccc2)C1 (configuration not stated) | -1.7 | -0.1 | -2.3 | 0.5 | 99.0 | 8.4 | 7.2 | -2.1 | x | -4.8 |
| CC(C)(O)C#Cc1ccc(C(=O)NCc2cccs2)s1 | 3.2 | 0.2 | 3.1 | -0.7 | 99.0 | 8.0 | -2.4 | 1.9 | -0.3 | -0.6 |
| O=C(CC1SC(=O)N(c2ccccc2)C1=O)Nc1ccccc1 (configuration not stated) | -3.5 | 0.1 | -2.8 | 3.8 | 103.0 | 11.8 | -12.0 | -4.1 | -1.0 | 18.6 |
| O=C1CCC/C(=N/Nc2ccc(Cl)cc2)C1 | -5.3 | -0.4 | 2.1 | 2.0 | 103.0 | -2.8 | 4.5 | -2.1 | -7.0 | 15.5 |
| CN(CC(=O)Nc1ccccc1Cl)C(=O)Cn1nnc(-c2ccc(F)cc2)n1 | -1.1 | 0.1 | 7.5 | -2.8 | 104.0 | -1.5 | -7.5 | 0.7 | 10.5 | 7.4 |
| Cc1ccc(S(=O)(=O)N2CCCCC2)cc1NC(=O)c1ccc2c(c1)OCO2 | -3.3 | -0.1 | 8.1 | -2.2 | 90.0 | 2.4 | 0.8 | -1.4 | 8.1 | 2.6 |
| Cc1cc(Cl)ccc1OCc1nnc2n1CCCCC2 | -5.4 | 0.6 | 0.0 | 0.4 | 98.0 | -3.1 | 0.1 | -1.1 | -2.1 | 3.9 |
| O=C1CC(c2cccc(Br)c2)C2=C(CCCC2=O)N1 (configuration not stated) | -5.8 | 0.0 | 0.2 | 1.0 | 93.0 | 3.5 | 1.7 | -1.6 | -14.4 | -1.1 |
| O=C(Nc1ccc(Cl)cc1)N(CCCN1CCOCC1)Cc1cccs1 | -2.4 | 0.1 | -3.0 | -4.1 | 102.0 | -0.5 | -0.4 | 0.8 | 0.2 | -5.0 |
| CCOC(=O)C(=CNc1ccc(Oc2cncc(Cl)c2)nc1)C(=O)OCC | -9.2 | 0.0 | 21.4 | 0.7 | 102.0 | -2.1 | 1.0 | 1.1 | -5.0 | 1.6 |
| NC(=O)Nc1ccc(C(=O)OCC(=O)Nc2cccc(S(=O)(=O)NC3=NCCC3)c2)cc1 | 1.9 | 0.0 | u | 2.0 | 100.0 | 5.2 | 1.1 | -0.8 | -6.8 | 8.2 |
| CCCSc1cc(=O)n(-c2ccc(F)cc2)nc1C(=O)OCC | 7.5 | 0.0 | -3.6 | 0.3 | 808.0 | 1.8 | -2.8 | -3.4 | -4.7 | -6.0 |
| O=C(CCc1ccccc1)NC(=S)Nc1ccc2c(c1)C(=O)OC2 | -8.0 | 0.4 | 2.7 | 6.1 | 96.0 | 9.4 | 1.1 | 7.2 | -3.3 | -7.2 |
| CCOc1ccc(C(=O)NC(=S)Nc2ccccn2)cc1[N+](=O)[O-] | -5.0 | -0.1 | x | 1.1 | 97.0 | 5.4 | 0.0 | 2.1 | 3.6 | -4.0 |
| O=C(C1COc2ccccc2O1)N1CCOCC1 (configuration not stated) | 9.9 | 0.1 | -4.9 | 1.1 | 104.0 | 3.0 | -2.9 | -2.7 | 8.6 | 2.1 |
| CCNC(=O)C1CCCN(C(=O)c2cc(OC)c(OC)c(OC)c2)CC1 (configuration not stated) | -14.4 | -0.1 | 2.5 | 1.8 | 99.0 | 7.2 | 1.8 | 1.1 | x | -8.7 |
| Cc1ccc(O)c(NC(=O)c2cc(-c3ccccc3)on2)c1 | 0.6 | 0.0 | 0.2 | 3.7 | 97.0 | 18.7 | 9.7 | 0.2 | -8.9 | -0.6 |
| O=S(=O)(NCCc1ccncc1)c1ccc(F)cc1 | -1.7 | 0.0 | 1.7 | 0.0 | 92.0 | 5.2 | 0.4 | -1.4 | 4.1 | 0.4 |
| O=C(c1cc(F)c(F)cc1Cl)N1CCCc2ccccc21 | 6.4 | 0.0 | 5.3 | -0.3 | 101.0 | -1.2 | -5.8 | 0.5 | -8.0 | -4.5 |
| O=C(NN=Cc1c(O)ccc2ccccc12)c1ccncc1 | 27.7* | 0.6 | 6.8 | -6.4 | 106.0 | 5.1 | 4.1 | -0.7 | 18.9 | -11.9 |
| CC1(C(=O)N/N=C/c2cc3c(cc2Br)OCO3)CC1(Br)Br (configuration not stated) | 0.6 | 0.0 | x | 5.8 | 94.0 | 19.5 | -0.9 | -3.6 | -4.6 | -1.5 |
| O=C(CN1C(=O)c2ccccc2C1=O)N1CCN(c2ccccc2)CC1 | -13.0 | 0.0 | 4.6 | -1.3 | 95.0 | -2.7 | 4.8 | 0.9 | 3.9 | 1.0 |
| Cc1ccc(C(=O)c2cn(-c3ccc(F)c(Cl)c3)nn2)cc1 | -11.1 | -0.2 | -3.6 | 1.4 | 97.0 | -7.5 | 11.7 | 1.6 | 7.1 | 1.0 |
| Cc1ccc(OCC(=O)Nc2ccc3oc(=O)ccc3c2)cc1C | -14.9 | 0.0 | 2.5 | -0.4 | 98.0 | 11.4 | 6.8 | 0.5 | -9.4 | -1.3 |
| CC1CCCCC1NC(=O)c1cc(S(=O)(=O)N2CCCCC2)ccc1N1CCOCC1 (configuration not stated) | -1.3 | 0.0 | 8.9 | 1.0 | 99.0 | 0.2 | 0.3 | -2.5 | -2.5 | -2.3 |
| COc1ccc(C2CC(c3ccc(Cl)cc3)n3nc(N)nc3N2)cc1 (configuration not stated) | -5.1 | 0.5 | 7.9 | 1.8 | 103.0 | -0.2 | 2.1 | 6.1 | 8.4 | 0.4 |
| CC(C)C(Nc1ccc(C(F)(F)F)cc1[N+](=O)[O-])C(=O)O (configuration not stated) | 2.9 | 0.1 | -0.9 | -0.2 | 100.0 | -2.8 | -5.3 | -1.3 | 9.9 | 1.6 |
| OCC(O)CN(c1ccccc1)c1ccccc1 (configuration not stated) | -0.8 | 0.0 | -4.4 | -2.5 | 98.0 | 8.3 | 1.4 | -1.2 | 9.4 | -0.1 |
| O=C(COC(=O)CCc1nc2ccccc2s1)Nc1nc(-c2ccccc2)cs1 | -9.4 | -0.3 | -3.1 | 2.5 | 103.0 | 10.3 | 1.7 | 0.4 | 3.5 | -1.4 |
| COc1ccccc1C(=O)N1CCN(CCc2ccccc2)CC1 | -8.7 | 0.1 | -13.2 | -1.6 | 93.0 | 5.4 | 4.3 | -1.9 | 2.7 | -0.7 |
| CN1CCN(NC(=O)c2cn(-c3ccccc3)nc2-c2cccc(Br)c2)CC1 | 6.5 | 4.9 | 14.3 | 0.1 | 102.0 | 3.3 | 19.7 | -1.7 | 5.7 | 14.7 |
| CCN(CC(=O)Nc1ccc(NC(C)=O)cc1)C(=O)CCCc1c[nH]c2ccccc12 | -9.4 | 3.4 | 27.4 | 1.2 | 100.0 | 3.2 | 4.5 | -0.1 | -1.8 | 1.3 |
| O=C(Nc1ccc(F)cc1)NC1CCN(Cc2nnnn2Cc2ccco2)CC1 | -14.2 | 0.1 | -4.9 | 1.8 | 91.0 | -3.1 | 5.8 | -2.9 | -13.7 | 5.6 |

Entries of single compounds, looked up by structure. Screens in order: NOD2-RIPK2 inh, aDG glyco act, Vif inh, Glyco luc inh, ABCB6 inh 2, MC4R antagonist, ABHD5 PLIN5 PPI, MC4R barr agon, TLR9-MyD88 inh, Exocytosis inh
COc1ccccc1C(=O)N1CCN(CCc2ccccc2)CC1 across the screens: -8.7, 0.1, -13.2, -1.6, 93.0, 5.4, 4.3, -1.9, 2.7, -0.7
COc1ccc(C2CC(c3ccc(Cl)cc3)n3nc(N)nc3N2)cc1 (configuration not stated) across the screens: -5.1, 0.5, 7.9, 1.8, 103.0, -0.2, 2.1, 6.1, 8.4, 0.4

Only part of the results is shown. The share of hits here may be higher or lower than overall.
